Screens deposited in PubChem BioAssay by National Center for Advancing Translational Sciences (NCATS).
MBNL1 CUG block: MBNL1-poly(CUG) RNA binding inhibition | Potency, µM (top dose mostly 57.5 µM), for inactives: at the top dose activity change, negative = inhibition, usual class: inhibitors | AID 2675 | 280,000 tested, 0.036% active | TR-FRET MBNL1-His/biotin-(CUG)12 binding, 665/545 ratio; active means well fitted inhibition curve with a large enough effect in the signal ratio, with a control signal flat, not every such curve was filed as active; inconclusive means small, poorly fitted or top-dose-only effect, or effect the other way, or a change in a side signal; inactive means no such curve, though single readings can be large or run the other way; the % refers to the signal ratio; further: on the % scale 0 is the no-effect control and ±100 the full control effect
Target sequence (Q9NR56 whole entry, looked up): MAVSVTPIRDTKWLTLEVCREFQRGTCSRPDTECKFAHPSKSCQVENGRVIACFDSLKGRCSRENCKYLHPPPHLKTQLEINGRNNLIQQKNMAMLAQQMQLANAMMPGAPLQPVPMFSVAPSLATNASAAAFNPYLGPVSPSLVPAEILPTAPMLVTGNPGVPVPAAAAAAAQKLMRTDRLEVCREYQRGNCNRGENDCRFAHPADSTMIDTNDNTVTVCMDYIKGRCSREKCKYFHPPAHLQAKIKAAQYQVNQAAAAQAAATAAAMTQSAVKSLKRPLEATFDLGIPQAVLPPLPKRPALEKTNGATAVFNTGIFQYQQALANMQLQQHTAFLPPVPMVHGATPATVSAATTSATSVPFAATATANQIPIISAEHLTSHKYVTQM
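Inhibition of protein-RNA binding appears as loss of TR-FRET between terbium anti-His antibody on MBNL1-His and streptavidin-XL665 on biotin-(CUG)12. Activity is normalized to buffer-only and uninhibited-complex controls.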
FLuc counter: inhibits or activates purified firefly luciferase, miR-21 counter-screen; P08659; purified FLuc, Km substrates, luminescence inhibition; Potency, µM (series often up to 57.5 µM), inactives show top-dose activity change, negative = inhibition, actives largely listed as inhibitors; 360,000 tested, 6.9% active;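 further: plate controls were vehicle for no effect and reference inhibitor for full effect; nearly all actives have a fitted effect of over 55% in size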
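Purified P. pyralis luciferase, 10 nM final, with Km-level 10 uM D-luciferin and 10 uM ATP in 50 mM Tris acetate pH 7.5, 10 mM Mg acetate, 0.01% Tween-20, 0.05% BSA; 6-point qHTS titration about 60 µM downward; luminescence read.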
RORgamma inh: inhibitors of mouse ROR gamma transcriptional activity | 310,000 tested, 5.4% active | AID 2551 | Potency, µM (titrated, usually from 53.6 µM), without a hit: at the top dose activity change, negative = inhibition, hits mostly inhibitors | Drosophila S2 Gal4-RORgamma UAS-luciferase reporter, 20 h; further: on the % scale 0 is the no-effect control and ±100 the full control effect; nearly all actives have a fitted effect of over 60% in size
Target sequence (P51450 whole entry, looked up, the tested form may be a part): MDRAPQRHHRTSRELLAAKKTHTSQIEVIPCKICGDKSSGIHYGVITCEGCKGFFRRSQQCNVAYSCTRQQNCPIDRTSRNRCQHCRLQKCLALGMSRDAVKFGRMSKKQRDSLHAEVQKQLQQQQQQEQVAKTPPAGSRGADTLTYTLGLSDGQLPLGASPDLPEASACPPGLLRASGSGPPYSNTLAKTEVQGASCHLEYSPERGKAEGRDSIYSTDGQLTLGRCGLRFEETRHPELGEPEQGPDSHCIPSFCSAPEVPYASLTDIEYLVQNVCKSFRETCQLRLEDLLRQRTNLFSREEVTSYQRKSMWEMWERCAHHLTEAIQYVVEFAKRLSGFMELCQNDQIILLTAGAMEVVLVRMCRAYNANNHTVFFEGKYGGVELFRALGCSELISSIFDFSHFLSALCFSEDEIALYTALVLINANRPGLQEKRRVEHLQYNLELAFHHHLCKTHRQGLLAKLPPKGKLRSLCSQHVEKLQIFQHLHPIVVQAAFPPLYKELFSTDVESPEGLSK
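Drosophila S2 cells stably expressing Gal4-DBD/mouse RORγ fusion under metallothionein promoter plus UAS-luciferase; compound 1 h, then 700 uM CuSO4 induction for 20 h at ambient temperature; inhibition read as reduced luminescence.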
Rab9 promoter act: activates the Rab9 promoter; 320,000 tested, 2.8% active; Huh7 Rab9 promoter-luciferase reporter, luminescence, 24 h; Potency, µM (titrated, usually from 9.22 µM), inactives show top-dose activation, negative = inhibition, actives largely listed as activators; AID 485297; further: % of control where 0% means no effect; nearly all actives have a fitted effect of over 60% in size
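Stable Rab9-luc Huh7, 1500 cells/well, 2 h settle; cmpd in DMSO, 24 h, 37 °C/5% CO2; luciferase reagent 10 min RT; luminescence.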
ELG1 genotoxic: inducers of genotoxicity in HEK293T ELG1-luciferase cells; HEK293T ELG1-luciferase reporter, luminescence, 16 h; AID 504466; Potency, µM (doses to about 46 µM), for the others: at the top dose activity change, positive = activation, hits mostly activators; 330,000 tested, 1.3% active; further: % of control where 0% means no effect; nearly all actives have a fitted effect of over 60% in size
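ELG1-luciferase HEK293T cells, 2,000/well; compound pinned in; 16 hr, 37 °C, 5% CO2; ONE-Glo, 30 min RT; luminescence on CCD imager.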
BRCA1 expr act: increases BRCA1 expression. Potency, µM (highest dose often 46.1 µM), inactives show at the highest dose activation, most hits filed as activators. MCF7-BRCA1-FFLuc reporter, luminescence, 48 h; response scale: scaled: vehicle 0%, 10 µM genistein 100%. AID 624202. 380,000 tested, 1.1% active; further: nearly all actives have a fitted effect of over 80% in size; some results filed as inactive show a strong effect at the top dose
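Luminescence from a BRCA1-driven firefly luciferase in MCF7 cells was read after 48 h compound exposure at 37 C. Data normalized against DMSO and a 10microM genistein activation control, then curve-fitted across the titration.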
p53 reactivator: re-activators of mutant p53; H1299 p53-A138V BP100-luciferase reporter, luminescence, 24 h; Potency, µM (top dose mostly 92.2 µM), for inactives: at the highest dose activity change, positive = activation, hits mostly activators; 320,000 tested, 0.063% active; AID 504706; further: % of control where 0% means no effect; nearly all actives have a fitted effect of over 45% in size
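H1299 (p53-null), stable ts p53-A138V + BP100-Luc; 1000 cells/well, Opti-MEM/10% FBS; cpd 4 pt, 1:5; 24 h, 37 deg C, 5% CO2; detection reagent 10 min RT; luminescence.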
Gal4-VP16 FLuc: inhibits Gal4-VP16 luciferase reporter, ROR gamma counter-screen | Drosophila S2 Gal4-VP16 UAS-luciferase, luminescence, 20 h | Potency, µM (doses to about 53.6 µM), without a hit: at the top dose activity, negative = inhibition, most hits filed as inhibitors | 310,000 tested, 3.5% active;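 further: Gal4-VP16 expression switched on by copper sulfate through the metallothionein promoter; on the % scale 0 is the no-effect control and ±100 the full control effect; nearly all actives have a fitted effect of over 50% in size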
NPC1 promoter act: activators of NPC1 promoter; 320,000 tested, 2.4% active; Huh7 NPC1 promoter luciferase reporter, 24 h; Potency, µM (top dose mostly 9.22 µM), for inactives: at the top dose activation, actives largely listed as activators;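 further: % of control where 0% means no effect; nearly all actives have a fitted effect of over 60% in size; reporter is driven by a mutant NPC1 promoter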
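Readout is luciferase luminescence, reflecting NPC1 promoter activation in stably transfected Huh7 cells after 24 h compound exposure at 37 °C in reduced-serum medium with 10% FBS.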
uPA surface inh: inhibitors of cell surface uPA generation; Potency, µM (doses to about 38.3 µM), for inactives: at the highest dose activity change, negative = inhibition, hits mostly inhibitors; 330,000 tested, 0.31% active; cell surface uPA generation assay, qHTS; active means well fitted inhibition curve with a large enough effect; inconclusive means small, poorly fitted or top-dose-only effect; inactive means no such curve, though single readings can be large or run the other way; tested in mouse RAW 264.7 cells; further: on the % scale 0 is the no-effect control and ±100 the full control effect; nearly all actives have a fitted effect of over 55% in size
Numbers without * were called inactive; ? = inconclusive; · = not tested or not shown; [ ] = dose if it differs, or a comment. Unless noted, the call rests on the fitted dose curve; in most records, active means well fitted curve in the direction sought with a large enough effect; inconclusive means small, poorly fitted or top-dose-only effect, or another doubt; inactive means no such curve, though single readings can be large; an effect the other way counts as inactive or inconclusive. Potency means the concentration at half of the fitted maximal effect.

SMILES	MBNL1 CUG block	FLuc counter	RORgamma inh	Rab9 promoter act	ELG1 genotoxic	BRCA1 expr act	p53 reactivator	Gal4-VP16 FLuc	NPC1 promoter act	uPA surface inh
CCCCS(=O)(=O)c1sc2nc(C)cc(C)c2c1N	15%	-5%	8%	-2%	0%	-10%	?	-10%	-1%	2%
N/C(=N\OC(=O)COc1ccc(Br)cc1Cl)c1ccccn1	-8%	1.5µM*	?	2.8µM*	2.6µM*	3%	?	?	2.8µM*	-7%
CC1(C)Cc2c(c(-c3ccco3)[nH]c(=O)c2C#N)CS1	22%	-1%	-31%	0%	1%	-13%	16%	-17%	3%	-3%
O=C(CN(C(=O)CCC(=O)Nc1nccs1)c1ccc2c(c1)OCO2)NCc1ccccc1	2%	-1%	-1%	11%	0%	-4%	-1%	1%	-4%	4%
Cc1ccc(Cn2cnc3c(cnn3-c3ccc(F)cc3)c2=O)cc1	-2%	0%	10%	-9%	-8%	-11%	-5%	10%	-4%	19%
COc1cc(C(=O)OCC(=O)c2c(N)n(C)c(=O)n(C)c2=O)ccc1OCCC(C)C	-1%	1%	-2%	-1%	0%	-15%	4%	2%	-6%	5%
O=C(Cn1nc2sc3ccccc3n2c(=O)c1=O)c1ccc(Cl)cc1	-7%	0%	-7%	14%	1%	10%	1%	-10%	-2%	0%
COc1nccc(C(F)(F)F)c1C(=O)Nc1ccc(Cl)cc1	·	0%	-14%	2%	-6%	-15%	-3%	-2%	-4%	-1%
CCCCN(C(=S)NC(=O)c1ccccc1)c1c(N)n(Cc2ccccc2)c(=O)[nH]c1=O	-16%	5%	?	-2%	1%	-11%	-5%	-13%	2%	18%
CCOC(=O)c1sc(-c2ccc(Cl)cc2)nc1O	·	?	41%	-7%	1%	1%	13%	-14%	-3%	-1%
Cc1ccc(C(=O)NC(=C(Cl)Cl)S(=O)(=O)c2ccc(Cl)cc2)cc1	-6%	-7%	?	-9%	2%	-48%	-8%	?	-11%	-8%
Cc1ccc2c(C)c(C(=O)N3CCC(O)(c4ccccc4)CC3)oc2c1C	2%	2%	7%	-4%	-2%	-22%	·	9%	0%	3%
Cc1ccc(CN2CCN(C(=O)c3ccco3)CC2)cc1	-5%	5%	-29%	-1%	-1%	-4%	-1%	-7%	2%	0%
CCOc1nc(NC(C)C)nc(NC(C)C)n1	-5%	7%	-24%	-12%	2%	6%	2%	-6%	-1%	-2%
CCc1ccccc1NC(=O)C1CCCN1S(=O)(=O)c1ccc2c(c1)n(C)c(=O)c(=O)n2C (stereo not given)	-10%	0%	-1%	1%	0%	4%	-2%	-3%	18%	1%
CCCCCCCC[n+]1c(C)n(-c2ccccc2)c2ccc(NC(C)=O)cc21	-12%	-3%	1%	-16%	-15%	-53%	-2%	?	-20%	-7%
O=[N+]([O-])c1cc(C(F)(F)F)cc([N+](=O)[O-])c1NCCCN1CCOCC1	?	6%	-12%	1%	-2%	-5%	5%	7%	0%	-6%
CCN(CC)S(=O)(=O)c1ccc(/C=C/C(=O)Nc2ccc(F)c(F)c2F)cc1	-4%	2%	?	-27%	1%	-23%	14%	?	-11%	2%
O=C(Nc1nccs1)c1cc2cc(Cl)ccc2oc1=O	?	-5%	38%	-2%	4%	3%	4%	11%	0%	12%
O=C(Nc1ccc(Cl)cn1)c1cnn2cccnc12	0%	7.6µM*	11%	·	·	6.3µM*	·	21%	·	2%
O=C(NCCc1ccccn1)C1CCCN(S(=O)(=O)Cc2ccccc2)C1 (stereo not given)	-13%	-2%	21%	-3%	-4%	17%	-1%	-5%	-2%	-1%
CC1(C)CC(=O)C(C=NCCN2CCN(C(=S)Nc3ccccc3)CC2)=C(O)C1	-7%	2%	-1%	4%	0%	-6%	-2%	-2%	-3%	-4%
COc1cc(-c2cc(C(=O)OCC(=O)Nc3ccc4c(c3)OCO4)c3ccccc3n2)cc(OC)c1OC	14%	-12%	-2%	-12%	-1%	-13%	-12%	-3%	-2%	12%
COCCCNc1nc2ccccc2nc1NS(=O)(=O)c1cc(Cl)ccc1Cl	-2%	3%	26%	-1%[1.84 µM]	-4%	-37%	2%	0%	-4%	?
CN1CCN(C(=S)NC(=O)c2ccc(S(=O)(=O)N3CCOCC3)cc2)CC1	-2%	0%	10µM*	-10%	-1%	34%	-1%	?	1%	-7%
SMILES	MBNL1 CUG block	FLuc counter	RORgamma inh	Rab9 promoter act	ELG1 genotoxic	BRCA1 expr act	p53 reactivator	Gal4-VP16 FLuc	NPC1 promoter act	uPA surface inh
COc1ccc(NC(=O)Nc2cccc([N+](=O)[O-])c2)cc1Cl	?	21µM*	44%	16%	-2%	-59%	?	?	1%	1%
COc1cc(SC)ccc1C(=O)NCCN1CCOCC1	·	0%	1%	1%	7%	-3%	-1%	7%	-2%	-4%
O=C(COc1ccc(Cl)cc1)NCc1ccccc1	1%	-1%	29%	1%	-2%	0%	·	11%	2%	15%
COc1ccc(OC)c(NC(=O)C2CC(=O)n3ncnc3N2)c1 (stereo not given)	1%	9%	25%	-2%	4%	-19%	2%	-4%	-1%	-10%
Clc1ccccc1Nc1c2c(nc3ncnn13)CCC2	1%	1%	10µM*	-12%	2%	-18%	5%	?	-6%	·
CNC(=O)C1CCC(=O)N1Cc1ccc(C)cc1 (stereo not given)	-6%	-1%	-6%[0.365 µM]	2%	-4%	-12%	-2%	·	-4%	6%
C/C(=N/N1CCN(c2ccccn2)CC1)c1ccc([N+](=O)[O-])cc1	?	-7%	0%	1%	3%	0%	27%	20%	0%	1%
Nc1nc(SCC(=O)Nc2cccc([N+](=O)[O-])c2)n[nH]1	·	·	·	·	-1%	-21%	9%	·	·	0%
CCCCNc1cc(F)nc(N)n1	1%	5%	1%	1%	10%	21%	-5%	5%	-12%	14%
COc1cccc(/C=C2\SC(=S)N(CCCC(=O)Nc3cc(C)on3)C2=O)c1	-2%	4%	2.8µM*	-7%	-1%	-6%	-3%	1.4µM*	-11%	2%
O=C(CCCc1c[nH]c2ccccc12)Nc1ncccc1O	9%	-1%	15%	5%	0%	19%	0%	22%	0%	-6%
CCOC(=O)N1CCC(NC(=O)c2ccc3c(c2)N(Cc2ccc(C)cc2)CCS3)CC1	9%	3%	-4%	-1%	0%	6%	2%	0%	-1%	-3%
CC(NC(=O)COC(=O)c1cccnc1Cl)C12CC3CC(CC(C3)C1)C2 (stereo not given)	·	·	·	·	0%	2%	5%	·	·	17%
CCOC(=O)c1ccc(N=Nc2c(C)c(C#N)c(O)[nH]c2=O)cc1	20%	2.7µM*	41%	4.5µM*	?	9%	-1%	-3%	16%	3%
COc1ccc(N2CC(O)=C(c3nc4ccccc4s3)C2=N)c(OC)c1	1%	2%	-20%	-1%	2%	-19%	-3%	11%	16%	-7%
CCN(C(=O)COC(=O)CCc1ccccc1)c1ccccc1	1%	-2%	?	11%	-26%	-5%	4%	6%	7%	0%
COc1cc(/C=C2\CCCc3c2nc2ccccc2c3C(=O)O)cc(OC)c1O	8%	?	-5%	4%	2%	0%	1%	-9%	-1%	-3%
O=C(CN1CCOCC1)Nc1ccccc1C(=O)O	1%	2%	-13%	4%	1%	9%	-1%	10%	0%	-4%
O=C(CCN1C(=O)[C@@H]2Cc3ccccc3CN2C1=O)N[C@H](C(=O)O)c1ccccc1	-1%	1%	-21%	-3%	0%	2%	6%	-3%	1%	9%
Cc1ccc(C2=NN(C(=O)CN3C(=O)c4ccccc4S3(=O)=O)C(c3ccco3)C2)cc1 (stereo not given)	-6%	0%	25%	-6%	-3%	-51%	-3%	5%	-7%	-4%
CCOC(=O)c1csc(NC(=O)CSc2nnnn2CC)n1	2%	1%	-1%	0%	0%	-42%	0%	-13%	1%	-9%
COC(=O)c1ccccc1NC(=O)CCS(=O)(=O)c1ccc(Br)cc1	-6%	-10%	16%	-5%	0%	22%	-2%	-3%	-6%	-1%
O=C(CSc1ncnc2ccccc12)Nc1ccc2c(c1)OCO2	0%	-9%	37%	-8%	-23%	-2%	-8%	17%	2%	-27%
Cc1ccc(C(O)CSc2nnc(-c3ccc4ccccc4c3)n2C)cc1 (stereo not given)	·	1%	29%	3%	-1%	-17%	-3%	-2%	1%	8%
O=C(NCCc1nc2ccccc2[nH]1)C1CCC(=O)N(CCc2cccc(F)c2)C1 (stereo not given)	3%	0%	-18%	-2%	1%	-5%	-1%	-4%	2%	0%
O=C1CN(C(=O)COC(=O)CCC(=O)c2ccc(Cl)cc2)c2ccccc2N1	·	·	·	·	-2%	-34%	8%	·	·	2%
COc1ccc(NC(=O)Nc2cccc3c2O[C@@H](CN(C)CC2CCCCC2)[C@@H](C)CN([C@H](C)CO)C3=O)cc1	·	·	·	·	1%	-2%	1%	·	·	-18%
Cc1ccc(S(=O)(=O)NC(C)C(c2cccs2)N2CCN(C)CC2)cc1 (stereo not given)	-8%	2%	10%	-2%	1%	0%	-9%	-4%	-4%	0%
Cc1ccccc1NS(=O)(=O)c1cc2c(cc1C)NC(=O)CO2	1%	1%	-23%	15%	-5%	-5%	0%	3%	4%	20%

3 entries from above, arranged by the value under Rab9 promoter act, largest number first.
SMILES	Rab9 promoter act
COc1ccc(NC(=O)Nc2cccc([N+](=O)[O-])c2)cc1Cl	16%
COc1cc(/C=C2\CCCc3c2nc2ccccc2c3C(=O)O)cc(OC)c1O	4%
O=C(NCCc1nc2ccccc2[nH]1)C1CCC(=O)N(CCc2cccc(F)c2)C1 (stereo not given)	-2%
